High-throughput results deposited in PubChem by Vanderbilt High Throughput Screening Facility.
Cav3 T inh: human Cav3.2 channel inhibition, primary screen; B-score at 10 µM; 4% of 100,000 active; AID 449739; O95180; Cav3.2-expressing cells, Fluo-4 calcium fluorescence FDSS; active compounds read low;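 active means single-dose well whose peak fluorescence ratio is a statistical outlier from its plate by either plate-standardised score or position-corrected B-score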
Target sequence (O95180 whole entry, looked up): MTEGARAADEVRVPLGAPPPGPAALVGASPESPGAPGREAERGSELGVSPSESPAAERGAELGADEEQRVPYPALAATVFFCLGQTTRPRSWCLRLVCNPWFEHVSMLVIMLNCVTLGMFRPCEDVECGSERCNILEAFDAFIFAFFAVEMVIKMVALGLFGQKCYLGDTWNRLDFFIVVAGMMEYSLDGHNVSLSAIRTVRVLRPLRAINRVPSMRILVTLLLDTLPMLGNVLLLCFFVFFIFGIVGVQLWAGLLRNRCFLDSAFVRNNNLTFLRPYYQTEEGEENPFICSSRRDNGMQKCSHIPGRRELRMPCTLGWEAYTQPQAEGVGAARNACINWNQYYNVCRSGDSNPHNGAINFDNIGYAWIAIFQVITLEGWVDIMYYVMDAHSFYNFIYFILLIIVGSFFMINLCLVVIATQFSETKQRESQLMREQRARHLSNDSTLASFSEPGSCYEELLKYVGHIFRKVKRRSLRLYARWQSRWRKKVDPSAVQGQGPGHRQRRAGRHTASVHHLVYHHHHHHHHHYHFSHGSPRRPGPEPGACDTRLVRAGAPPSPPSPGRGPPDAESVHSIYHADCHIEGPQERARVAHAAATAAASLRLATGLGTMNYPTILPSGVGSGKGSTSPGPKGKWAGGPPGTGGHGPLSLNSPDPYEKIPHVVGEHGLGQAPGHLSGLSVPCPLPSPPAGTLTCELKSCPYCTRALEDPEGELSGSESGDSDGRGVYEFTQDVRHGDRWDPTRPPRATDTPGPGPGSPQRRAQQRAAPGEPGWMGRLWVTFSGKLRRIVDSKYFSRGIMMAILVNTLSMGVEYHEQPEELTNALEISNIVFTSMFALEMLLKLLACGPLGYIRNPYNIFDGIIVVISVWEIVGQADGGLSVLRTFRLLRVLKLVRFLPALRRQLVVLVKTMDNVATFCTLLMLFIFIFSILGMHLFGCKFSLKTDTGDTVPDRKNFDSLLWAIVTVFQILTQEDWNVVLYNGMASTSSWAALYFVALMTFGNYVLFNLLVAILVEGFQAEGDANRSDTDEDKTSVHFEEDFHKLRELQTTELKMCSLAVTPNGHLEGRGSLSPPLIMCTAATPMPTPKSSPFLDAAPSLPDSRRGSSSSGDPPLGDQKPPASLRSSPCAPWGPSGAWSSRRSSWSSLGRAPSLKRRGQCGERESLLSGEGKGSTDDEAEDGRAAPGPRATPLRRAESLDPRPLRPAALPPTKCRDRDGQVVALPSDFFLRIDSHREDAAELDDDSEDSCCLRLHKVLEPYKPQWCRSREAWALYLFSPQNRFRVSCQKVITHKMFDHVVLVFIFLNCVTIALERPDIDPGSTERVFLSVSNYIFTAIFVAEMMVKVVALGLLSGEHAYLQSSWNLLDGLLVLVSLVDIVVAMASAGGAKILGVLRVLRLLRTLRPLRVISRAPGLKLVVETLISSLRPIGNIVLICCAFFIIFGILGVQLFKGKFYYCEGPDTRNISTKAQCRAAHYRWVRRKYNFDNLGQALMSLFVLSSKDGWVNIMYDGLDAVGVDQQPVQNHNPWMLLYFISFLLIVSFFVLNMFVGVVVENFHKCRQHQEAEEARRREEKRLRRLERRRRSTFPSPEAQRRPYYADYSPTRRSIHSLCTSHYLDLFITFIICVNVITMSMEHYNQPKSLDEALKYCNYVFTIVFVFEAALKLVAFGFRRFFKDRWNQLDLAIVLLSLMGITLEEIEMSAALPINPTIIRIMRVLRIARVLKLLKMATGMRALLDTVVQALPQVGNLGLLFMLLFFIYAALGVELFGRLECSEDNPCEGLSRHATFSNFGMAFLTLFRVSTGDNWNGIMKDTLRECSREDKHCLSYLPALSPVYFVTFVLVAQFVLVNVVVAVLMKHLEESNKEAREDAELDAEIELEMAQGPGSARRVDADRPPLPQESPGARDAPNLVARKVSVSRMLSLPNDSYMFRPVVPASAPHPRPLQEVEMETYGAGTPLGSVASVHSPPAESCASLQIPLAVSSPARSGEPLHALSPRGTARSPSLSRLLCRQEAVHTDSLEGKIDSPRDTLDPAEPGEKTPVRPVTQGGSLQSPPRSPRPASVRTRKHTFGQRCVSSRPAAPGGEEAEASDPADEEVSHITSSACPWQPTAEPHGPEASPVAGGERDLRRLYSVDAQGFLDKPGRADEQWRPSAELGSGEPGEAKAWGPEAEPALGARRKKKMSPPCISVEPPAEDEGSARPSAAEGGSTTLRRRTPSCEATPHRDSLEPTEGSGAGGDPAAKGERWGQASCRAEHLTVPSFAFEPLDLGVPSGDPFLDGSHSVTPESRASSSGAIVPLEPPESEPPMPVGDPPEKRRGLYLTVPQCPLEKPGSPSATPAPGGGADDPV
* = called active by the depositor.

Cav3 T inh	SMILES
0.93	COC(=O)CC1=NC(=O)CS1
2.2	Cc1cc(C(=O)Nc2ccon2)cs1
-0.26	O=C(CSc1nc2ccc(NC(=O)CSc3nnnn3Cc3ccccc3)cc2s1)Nc1ccccc1
0.69	CCOc1cc(OCC)cc(C(=O)Nc2cccnc2)c1
-0.05	COc1ccc(CNC(=O)c2cnn3c(C(F)F)cc(C)nc23)cc1
-1.7	CC/C(=N\NC(=O)c1csc(C)c1C)c1cccs1
0.39	Cc1nnc(SCC(=O)Nc2nc(C(C)(C)C)cs2)s1
-0.13	COCCCN=C(c1ccco1)n1c(=S)nc(-c2ccco2)n(CCCOC)c1=S
-0.17	CC(C)Cc1nc2n[nH]c(N)c2c2c1CCCC2
-1.1	CC(C)C[C@H](NC(=O)c1[nH]cnc1C(=O)Nc1ccc(CNC(=O)OC(C)(C)C)cc1)C(=O)OCc1ccccc1
1.7	COc1ccc(CN2C(=O)NC3(CCCCC3)C2=O)cc1F
-0.32	C=CCOC(=O)C1=C[C@@H](c2ccc(C(F)(F)F)cc2)C[C@@H](OCCCCO)O1
0.8	Cc1ccc(C(=O)N2CCSCC2)cc1
-2	COc1ccc(N2CCN(C(c3cc(OC)ccc3OC)c3nnnn3Cc3ccco3)CC2)cc1 (stereo not given)
0.75	CCOC(=O)C1=C(C)NC(=O)NC1
-0.65	CCOC(=O)Cn1c(=O)oc2cc(S(=O)(=O)N3CCCC(C(=O)OCC)C3)ccc21 (stereo not given)
-4.6*	CCOC(=O)c1c(NC(=O)CSc2nnc(CNc3ccc(F)cc3)o2)sc(C)c1C
-0.93	O=C1NC(=S)N/C1=C/c1cc([N+](=O)[O-])ccc1O
-1.8	Cc1nc2ccc(S(=O)(=O)NCC(=O)N3CCC(N4CCCCC4)CC3)cc2s1
-1.8	COC(=O)c1cc(=O)n(Cc2cccs2)c(=Nc2ccc(F)cc2)s1
0.6	C(=N\n1cnnc1)/C1CCCCC1
-0.79	CCOCCn1c(SCCCc2ccccc2)nc2c1c(=O)[nH]c(=O)n2C
1.1	CN1C(=O)c2ccc(NC(=O)c3c(F)c(F)c(F)c(F)c3F)cc2C1=O
0.27	COc1ccccc1CN1CCCC(C(=O)N(C)Cc2ccccc2)C1 (stereo not given)
0.076	CC1(C)CC(C2N3CC4(C)CN2CC(C)(C3)C4=O)CCO1 (stereo not given)
-0.98	COC(=O)C1=C(C)Nc2nnnn2C1c1ccc(Cl)cc1Cl (stereo not given)
0.79	CN(C(=O)CSc1nnc(Cc2cccc3ccccc23)n1N)C1CCS(=O)(=O)C1 (stereo not given)
-0.92	CSc1ccccc1C(=O)Nc1cc(C)cc(C)c1
0.6	COc1cccc(CNC(=O)C2CCN(S(=O)(=O)c3ccc(F)cc3)CC2)c1
1.2	Cc1ccc2cc(CN(CC3CCCO3)C(=O)C(C)C)c(=O)[nH]c2c1 (stereo not given)
0.98	Cn1c(=O)c2c(ncn2CC(=O)N2CCN(c3ccc(F)cc3)CC2)n(C)c1=O
-0.59	CCOC(=O)/C=C1\SCC(=O)N1Cc1nnc(-c2ccccc2Br)o1
0.35	Nn1c(SCC(=O)N2CCN(S(=O)(=O)c3ccc(Cl)cc3)CC2)nnc1-c1cccs1
0.17	CC(C)(C)SCCNC(=O)CSc1ccccc1
-0.088	COc1ccc(S(=O)(=O)Cc2ccc(C(=O)N3CCN(c4ccccc4)CC3)o2)cc1
0.29	CCOC(=O)c1cccc(NC(=O)C2CCCN(S(=O)(=O)c3c(C)nn(C)c3C)C2)c1 (stereo not given)
0.067	COc1ccc(C/C(N)=N/OC(=O)Cc2ccc(OC)c(OC)c2)cc1
0.8	CCOC(=O)C1=CN(C)C=C(C(=O)OCC)C1c1ccsc1
0.75	CCOc1ccc(NC(=O)c2ccco2)cc1
-2.4	COC(=O)c1ccccc1NC(=O)CSc1nc(-c2ccco2)cc(C(F)(F)F)n1
0.18	CN1CCN(c2nc(-c3cccs3)cc(C(F)(F)F)n2)CC1
1.4	CNC(=O)C(Sc1ccccc1)c1ccccc1 (stereo not given)
3.1	CCOC(=O)Cn1c(=O)c2c(nc(N3CCCCC3)n2C)n(C)c1=O
0.22	COc1ccc(N2C(=O)C3CCCN3C2c2cccc(F)c2)cc1Cl (stereo not given)
-0.74	CCC(C)NC(=O)C1c2ccccc2C(=O)N(c2ccc(OC)cc2)C1c1ccc(OC)cc1 (stereo not given)
-1.3	Cc1ccc2c(c1)-c1c(ssc1=S)C(C)(C)N2C(=O)CN1C(=O)c2ccccc2C1=O
-0.79	CCc1nnc(NC(=O)C2CCN(c3cnccn3)CC2)s1
0.018	COc1ccc(/C(N)=N/OC(=O)Cc2ccc(OC)c(OC)c2)cc1
-0.13	CCCCn1c(-c2nn(C)c(C)c2Cl)n[nH]c1=S
0.73	CCCCN(C(=O)Cc1cccs1)c1nnc(-c2cccnc2)s1
-0.16	Nc1nonc1-c1nc2ccccc2n1CC(=O)N1CCN(c2ccc(F)cc2)CC1
-0.4	COc1ccc2c(c1)c(N=O)c(O)n2C
0.81	CC(c1ccco1)N(C(=O)c1ccc(S(=O)(=O)N2CCCCC2)cc1)c1ccccn1 (stereo not given)
-0.47	CNC(=O)c1sc(SC)cc1-c1ccc(Cl)cc1
-1.2	COc1ccc2c(c1)c(C(C)=O)c(C)n2-c1ccccc1
-1.9	Cc1ccc(C2(C(F)(F)F)NC(=O)N3CCCN=C3S2)cc1 (stereo not given)
-1.8	CCCOC(=O)NC(CC)COC(=O)Nc1cccc(C)c1C (stereo not given)
-1.1	CC(C)c1nnc(NC(=O)c2ccc(S(=O)(=O)N3CCOCC3)cc2)s1
-0.043	O=C1NC(=O)C2C1C(c1ccccc1)N1C3C(=O)NC(=O)C3C(c3ccccc3)N21 (stereo not given)
-4.3*	Cc1ccc(N2C(=O)c3cccc4c(N5CCN(C)CC5)ccc(c34)C2=O)c2cccnc12

Given as tab-separated lines: part of the list above
SMILES	Cav3 T inh
Cc1ccc(C2(C(F)(F)F)NC(=O)N3CCCN=C3S2)cc1 (stereo not given)	-1.9
CCCOC(=O)NC(CC)COC(=O)Nc1cccc(C)c1C (stereo not given)	-1.8
CC(C)c1nnc(NC(=O)c2ccc(S(=O)(=O)N3CCOCC3)cc2)s1	-1.1
O=C1NC(=O)C2C1C(c1ccccc1)N1C3C(=O)NC(=O)C3C(c3ccccc3)N21 (stereo not given)	-0.043
Cc1ccc(N2C(=O)c3cccc4c(N5CCN(C)CC5)ccc(c34)C2=O)c2cccnc12	-4.3*

(cont.)
Cav3 T inh	SMILES
0.47	CCc1cc(=O)n2[nH]c(C)c(-c3ccccc3OC)c2n1
0.2	CC1(C)CC(=O)C(C=Nc2cccnc2)=C(O)C1
-0.65	CC(=O)c1cc(F)c(N2CCN(CCC#N)CC2)cc1C
0.022	Cn1nc(C(=O)Nc2cccc(C(F)(F)F)c2)ccc1=O
0.91	Cc1cc(C)c[n+](CC(=O)c2cc3ccccc3oc2=O)c1
0.65	COc1cc(CNCCN2CCOCC2)ccc1OCc1ccccc1Cl
-0.56	Cc1[nH]nc2c1C(c1cccc(OC(=O)N3CCOCC3)c1)C(C#N)=C(N)O2 (stereo not given)
-1.7	CN(NC(=O)Nc1ccc(Cl)cc1)c1ncc(C(F)(F)F)cc1Cl
-1.4	COc1cc(NC(=O)c2noc3c2CCCC3)c(OC)cc1Cl
-7.4*	COc1ccc(OC)c(NC(=O)CSc2nnc(C3CCCCC3)n2-c2ccccc2)c1
0.14	CC(=O)c1cccc(NC(=O)C=C(C)C)c1
-4.4*	Cc1ccc(CNC(=O)C(=O)NCC2OCCN2C(=O)c2ccc(Cl)cc2)cc1 (stereo not given)
-0.65	O=C(c1ccccc1)c1sc(N2CCCCCC2)nc1-c1ccccc1
-1.5	O=C(CC(=O)N/N=C\c1c(Cl)cccc1Cl)NCc1ccccc1
0.57	Cc1nnc(C)n1/N=C/c1ccccc1
0.83	Cn1c(=O)c2c(nc(CN3CCC(C(N)=O)CC3)n2CCCc2ccccc2)n(C)c1=O
-2.6	O=C(c1cnc(-c2ccc(Cl)cc2)s1)c1ccc(Cl)cc1Cl
1	Brc1ccc(NCc2nnc3n2CCCCC3)cc1
-0.037	COc1cccc(NC(=O)N2CCCC2C(=O)NCC(C)C)c1 (stereo not given)
0.45	Cc1cc(N2CCN(c3ccccc3)CC2)nc(-c2ccccc2)n1
-0.53	CCSc1nnc(NC(=O)CSc2nc3c(cc2C#N)CCCC3)s1
0.4	CC(C)CCNC(=O)C(c1ccco1)N(CC1CCCO1)C(=O)Cn1nnc2ccccc21 (stereo not given)
0.37	COCCn1c(SCC(=O)Nc2ccc(S(=O)(=O)N(C)C)cc2)nc2ccccc21
0.69	NC(=O)c1csc(-c2ccncc2)n1
0.26	CC1CCCCN1C(=O)c1cnn2c(C(F)(F)F)cc(-c3ccco3)nc12 (stereo not given)
-0.49	COC(=O)[C@@]1(Cc2ccccc2)[C@H]2c3cc(C(=O)N4CCCC4)n(Cc4ccsc4Br)c3C[C@H]2CN1C(=O)c1ccccc1
0.47	Nc1ccc(Nc2ccccc2)cc1
0.4	COc1ccc2cc3cc(C(=O)NCc4ccccn4)oc3nc2c1
0.91	CCc1nnc(NC(=O)c2ccc(S(=O)(=O)N(CCOC)CCOC)cc2)s1
-0.21	COCCCNC(=O)CNC(=S)N(Cc1ccc(F)cc1)C1CCCCC1

Two consecutive entries out of the list so far:
Cav3 T inh	SMILES
0.91	CCc1nnc(NC(=O)c2ccc(S(=O)(=O)N(CCOC)CCOC)cc2)s1
-0.21	COCCCNC(=O)CNC(=S)N(Cc1ccc(F)cc1)C1CCCCC1

(list continues)
Cav3 T inh	SMILES
-0.38	COc1nc(Nc2ccc(-c3nc4ccccc4o3)cc2)nc(N2CCOCC2)n1
0.19	COCOc1ccc(C=O)cc1OCOC
1.3	CCC(=O)Oc1ccc(-c2nc(-c3cccnc3)no2)cc1
-0.22	O=C(NC1CC1)C1=C[C@H](c2csc3ccccc23)C[C@H](OCc2ccc(CO)cc2)O1
-0.19	CC(=O)N1N=C(c2ccncc2)OC12CCCC2
0.5	COC(=O)CSc1nnc(-c2ccc3c(c2)OCO3)n1C
-0.75	COc1ccc(C(=O)n2nc(-c3ccccc3)nc2N)cc1OC
0.78	CCN(CCO)c1cc(Cl)nc(SC)n1
0.38	COc1cccc(NC(=O)c2ccn(C)n2)c1
0.0015	COc1ccc(S(=O)(=O)Nc2ccc(C)cc2)cc1OC
2.2	Cc1ccc(S(=O)(=O)/N=C(/Nc2c(C)n(C)n(-c3ccccc3)c2=O)c2ccc(Cl)cc2)cc1
0.012	Cc1cccc(NC2=NC(C)(C)N=C(N)N2)c1C
1.1	O=C(NCC#CCOCc1ccccc1)c1ccccc1
0.014	CC1=C(C#N)C2C(/C1=N/O)C2(C)C (stereo not given)
1.6	CCCCn1nnnc1SCC(=O)N1CCN(C(=O)c2ccco2)CC1
0.11	CC(=O)Nc1ccc(N2C(=O)CC(N3CCN(Cc4ccc5c(c4)OCO5)CC3)C2=O)cc1 (stereo not given)
1.8	CCOc1ccc(C2OC34CCCCC3C(C#N)(C#N)C2(C#N)C(=N)O4)cc1OC (stereo not given)
0.032	O=c1c([N+](=O)[O-])cc(C(F)(F)F)cn1Cc1cccc(Cl)c1
0.33	O=c1c2ccccc2c(C=Nc2cccc(O)c2)c(O)n1-c1ccc2c(c1)OCO2
0.31	O=C(Nc1nnc(C2CC2)s1)c1ccc(S(=O)(=O)c2ccccc2)cc1
1.6	NC(=O)c1cnn2c1NC(c1ccc(F)cc1)CC2C(F)(F)F (stereo not given)
-0.042	C#CCNC(=O)C1=C[C@@H](c2coc3ccccc3c2=O)C[C@@H](OCCCCO)O1
-0.51	O=C(Cc1csc(N2CCOCC2)n1)N/N=C/c1cccc(O)c1
-0.083	Cc1ccc2oc(=O)c3cnn(CC(=O)N(CCC(C)C)Cc4ccco4)c3c2c1
0.24	CSc1nc(C2CC2)cc(-c2cccs2)c1C#N
-3.3	CC(=O)Nc1ccc(S(=O)(=O)Nc2nc3ccccc3nc2N2CCCCCC2)cc1
-0.11	CC(=O)/C(=C/N(C)C)Sc1ccc(C)cc1
0.17	CCOC(=O)c1cnn(-c2ncnc3sc(CC)cc23)c1N
-0.78	O=C(CSc1nnc(NC(=O)CN2CCOCC2)s1)Nc1ccccc1
0.49	CCOc1ccc(/C=N/n2cnnc2)cc1

Shown with tabs: part of the list above
smiles	Cav3 T inh
COc1ccc(OC)c(NC(=O)CSc2nnc(C3CCCCC3)n2-c2ccccc2)c1	-7.4*
Cc1cc(C(=O)Nc2ccon2)cs1	2.2
Cc1ccc(N2C(=O)c3cccc4c(N5CCN(C)CC5)ccc(c34)C2=O)c2cccnc12	-4.3*
O=C(c1cnc(-c2ccc(Cl)cc2)s1)c1ccc(Cl)cc1Cl	-2.6
C=CCOC(=O)C1=C[C@@H](c2ccc(C(F)(F)F)cc2)C[C@@H](OCCCCO)O1	-0.32
COc1ccc(S(=O)(=O)Nc2ccc(C)cc2)cc1OC	0.0015

(listing goes on)
Cav3 T inh	SMILES
0.31	Cc1cccc(C)c1NC(=O)C1CC(=O)N(C(C)C)C1 (stereo not given)
-0.0072	CCCNC(=O)Cc1cc(=O)[nH]c(=O)[nH]1
-0.1	O=C(c1ccc(Cl)cc1)c1cnc(-c2ccc(Cl)cc2)s1
0.85	Clc1ncc(CN2CCN(Cc3ccccc3)CC2)s1
0.44	CSCC[C@H](Nc1ncnc2sc(C)c(C)c12)C(=O)O
1.2	CC1(C(=O)O)CCC(C(=O)Nc2ccc3ccccc3c2)C1(C)C (stereo not given)
0.13	CCOC(=O)CSc1nc2sc3c(c2c(=O)n1CC)CC(C)(C)OC3
0.5	COC(=O)CCCC1=CC2=C(c3ccccc3)C(=O)C(C)(OC(=O)C3CCCC3)C(=O)C2=CN1C1CCCC1 (stereo not given)
0.65	CCOC(=O)CSc1nnc(CNC(=O)Cc2ccccc2)n1C
-1	COc1ccc(COC(=O)C2=C(C)NC(=O)NC2c2ccc(O)c(OC)c2)cc1 (stereo not given)
0.8	CC(=O)c1c(C)nc(-c2ccc(Cl)cc2Cl)n1O

The list is partial (hit frequency here may not be typical).
